Screening results deposited in PubChem BioAssay by National Center for Advancing Translational Sciences (NCATS).
aSyn yeast inh: qHTS of alpha-syn Inhibitors; 370,000 tested, 0.14% active; Yeast expressing alpha-synuclein, growth rescue, BacTiter-Glo, 24 h; Potency, µM (top dose mostly 46.1 µM), for inactives: at the highest dose growth rescue (activation), most hits filed as activators; note: potency is the fitted concentration of half-maximal effect; % of control where 0% means no effect; nearly all actives have a fitted effect of over 65% in size
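Readout is rescue of growth in alpha-synuclein-expressing yeast, so inhibitors of toxicity appear as activators. Growth after 24 hr at 30 deg C in galactose medium is quantified by luminescence.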
WRN helicase inh: qHTS for Inhibitors of WRN Helicase; Bifunctional 3'-5' exonuclease/ATP-dependent helicase WRN (Homo sapiens), Q14191; WRN helicase unwinding, fluorescent forked duplex, kinetic; Potency, µM (titrated, usually from 114 µM), inactives show top-dose activity change, negative = inhibition, actives largely listed as inhibitors; 360,000 tested, 0.46% active; note: potency is the fitted concentration of half-maximal effect; % is set by controls: 0 for no effect and ±100 for the full control effect; nearly all actives have a fitted effect of over 55% in size
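Screening of the MLSMR collection measured strand separation of a quenched forked DNA duplex (100 nM) by 20 nM WRN with 2 mM ATP, all final. Compounds were preincubated with enzyme 15 min at room temperature.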
IL-2 act: qHTS of IL-2 Activators; IL-2 activation reporter assay, cell-based qHTS; stimulated with anti-CD3/CD4/CD28 beads; in transgenic mouse T cells; activation, % (series mostly up to about 46 µM); 360,000 tested, 0.065% active; in the data active = activation above about 50%; inconclusive = mostly about 30% to 49%; note: 0% is about no effect
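Unstimulated transgenic mouse T cells preincubated 60 min with compound, then stimulated with anti-CD3/anti-CD4-coated beads plus anti-CD28 for 18 h at 37 degrees C. IL-2 response read as EGFP and DsRed fluorescence by plate cytometry.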
Abeta rescue: qHTS for compounds that reverse cellular toxicity of Amyloid beta (A-beta) peptide in yeast: Primary Screen; yeast expressing A-beta42, growth rescue, OD600, 48 h; response scale: 0% DMSO, 100% iron-clioquinol control; Potency, µM (titrated, usually from 46.1 µM), without a hit: at the top dose growth rescue, most hits filed as activators; 410,000 tested, 0.063% active; AID 1347071, 2019; note: potency is the fitted concentration of half-maximal effect; nearly all actives have a fitted effect of over 55% in size
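Yeast A-beta toxicity model in growth medium with pinned compounds, 48 h at 30 C; growth read as absorbance at 600 nm. Normalized to FeCl3/clioquinol equimolar mix (positive) and DMSO (negative).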
EPAC1 ag: qHTS for Agonist of cAMP-regulated guanine nucleotide exchange factor 3 (EPAC1): primary screen; EPAC1 agonist qHTS, biochemical assay; response scale: 100% = response to 6.5 mM cAMP; 360,000 tested, 0.073% active; AID 720707, 2013; Potency, µM (top dose mostly 154 µM), for inactives: at the top dose activation, most hits filed as activators; note: potency is the fitted concentration of half-maximal effect; nearly all actives have a fitted effect of over 60% in size
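Nucleotide exchange assay: 100 nM EPAC1 with 250 nM Rap1B loaded with BODIPY-GDP and 50 uM GDP, room temperature. Fluorescence (480/540 nm) read every 5 min for 30 min; signal change normalized to 6.5 mM cAMP as full agonist.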
PI5P4K alpha inh: qHTS for Inhibitors of phosphatidylinositol 5-phosphate 4-kinase (PI5P4K); Phosphatidylinositol 5-phosphate 4-kinase type-2 alpha (Homo sapiens), P48426; 330,000 tested, 1.2% active; AID 652105, 2013; PI5P4Kalpha enzyme, ADP-Glo luminescence, 60 min; stronger effect = lower value; max response, %; active = max response of -50% or lower; inconclusive = between -30% and -50%; inactive = -30% or higher; note: value at the top dose of about 77 µM; % is set by controls: 0 for no effect and ±100 for the full control effect
Target sequence (P48426 whole entry, looked up): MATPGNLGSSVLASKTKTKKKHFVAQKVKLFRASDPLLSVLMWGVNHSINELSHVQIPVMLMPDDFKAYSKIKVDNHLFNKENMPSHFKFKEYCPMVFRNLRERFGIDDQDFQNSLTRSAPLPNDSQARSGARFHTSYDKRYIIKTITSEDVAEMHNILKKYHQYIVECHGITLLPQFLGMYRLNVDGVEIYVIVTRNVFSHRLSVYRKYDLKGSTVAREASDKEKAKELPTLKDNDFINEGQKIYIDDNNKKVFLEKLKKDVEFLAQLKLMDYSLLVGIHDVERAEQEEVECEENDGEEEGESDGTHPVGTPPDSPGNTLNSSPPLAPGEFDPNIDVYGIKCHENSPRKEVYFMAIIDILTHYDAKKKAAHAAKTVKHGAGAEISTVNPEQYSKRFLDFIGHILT
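ADP-Glo luminescence end-point after a 60 min room-temperature kinase reaction. PI5P4Kalpha and substrate in HEPES pH 7.4 buffer with EGTA, 0.1% CHAPS and 5% DMSO; ATP at 5 microM final.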
EPAC1 antagonist: qHTS for Antagonist of cAMP-regulated guanine nucleotide exchange factor 3 (EPAC1): primary screen. 360,000 tested, 0.14% active. AID 720709, 2013. EPAC1 GEF assay, Rap1b-BODIPY-GDP exchange fluorescence. Potency, µM (top dose mostly 115 µM), for the others: top-dose activity change, negative = inhibition, actives largely listed as inhibitors;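 note: potency is the fitted concentration of half-maximal effect; plate controls were vehicle for no effect and positive control for full effect; nearly all actives have a fitted effect of over 50% in size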
FUS yeast rescue: qHTS for Suppressors of FUS Proteinopathy: Primary screen using FUS-linked yeast assay; S. cerevisiae FUS-expressing, growth rescue, OD600, 24 h; Potency, µM (titrated, usually from 76.6 µM), inactives show top-dose growth rescue (activation), most hits filed as activators; 390,000 tested, 0.24% active;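 note: potency is the fitted concentration of half-maximal effect; plate controls were DMSO vehicle for no effect and reference control for full effect; nearly all actives have a fitted effect of over 55% in size; some results filed as inactive show a strong effect at the top dose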
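S. cerevisiae expressing FUS from galactose induction served as the toxicity model. Growth after 24hr at 30C, read as absorbance at 600 nm, indicates suppression of toxicity; compounds dosed at several concentrations.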
PLK1 PBD block: qHTS for Inhibitors of PLK1-PDB (polo-like kinase 1 - polo-box domain): Primary Screen | Plk1 PBD binding of FITC phosphopeptide, fluorescence polarization | Potency, µM, for the others: max response, negative = inhibition, usual class: inhibitors | 360,000 tested, 2.8% active | AID 720504, 2013; note: potency is the fitted concentration of half-maximal effect; series mostly up to about 57 µM; % is set by controls: 0 for no effect and ±100 for the full control effect; nearly all actives have a fitted effect of over 65% in size
Target sequence (P53350 whole entry, looked up, the tested form may be a part): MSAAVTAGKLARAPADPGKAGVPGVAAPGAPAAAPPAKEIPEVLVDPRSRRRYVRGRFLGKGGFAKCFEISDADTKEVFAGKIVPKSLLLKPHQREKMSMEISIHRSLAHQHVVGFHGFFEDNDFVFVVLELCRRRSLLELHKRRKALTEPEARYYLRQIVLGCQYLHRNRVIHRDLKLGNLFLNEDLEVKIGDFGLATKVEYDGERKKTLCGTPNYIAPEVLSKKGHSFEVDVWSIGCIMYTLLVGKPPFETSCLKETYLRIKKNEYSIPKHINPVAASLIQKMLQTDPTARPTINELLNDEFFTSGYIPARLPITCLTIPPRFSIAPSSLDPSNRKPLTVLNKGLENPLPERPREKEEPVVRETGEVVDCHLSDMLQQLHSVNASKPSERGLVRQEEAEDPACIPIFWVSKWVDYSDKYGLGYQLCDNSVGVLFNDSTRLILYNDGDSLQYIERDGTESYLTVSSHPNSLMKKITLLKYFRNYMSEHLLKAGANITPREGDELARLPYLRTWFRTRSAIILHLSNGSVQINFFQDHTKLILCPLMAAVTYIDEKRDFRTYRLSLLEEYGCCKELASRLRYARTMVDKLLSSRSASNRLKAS
Starred values were filed as active, the others as inactive; u = inconclusive; x = not tested or not shown; [ ] = dose if it differs, or a comment. Unless noted, calls come from the whole dose curve; as a rule, active = well fitted curve in the direction sought with a large enough effect; inconclusive = small, poorly fitted or top-dose-only effect, or another doubt; inactive = no such curve, though single readings can be large; an effect the other way counts as inactive or inconclusive.

Start of the listing, in advance, 8 compounds:
SMILES | aSyn yeast inh | WRN helicase inh | IL-2 act | Abeta rescue | EPAC1 ag | PI5P4K alpha inh | EPAC1 antagonist | FUS yeast rescue | PLK1 PBD block
Cc1cc(NC(=O)C(C)SCC(=O)N(C)Cc2ccccc2F)no1 (stereo not drawn) | -6%[1.84 µM] | 11% | 0.8 | -6% | -10% | -2 | 18% | 15% | -2%
CCN(CC)S(=O)(=O)c1ccc(C(=O)Oc2cc(C)[nH]c(=O)c2[N+](=O)[O-])cc1 | 1% | 9% | -0.8 | 8% | -6% | 2 | 2% | -35% | 2%
CCSc1nnc(Cc2cc(=O)[nH]c(=O)[nH]2)n1-c1cccc(C)c1 | -7% | 7% | 0.6 | -12% | -3% | 1 | -6% | -8% | -3%
Cc1c(C=C2C(=O)c3ccccc3C2=O)cc(C#N)n1C | 1% | -11% | 0.5 | -10% | 8% | -4 | 10% | -23% | -2%
CCC(CC)C(=O)Nc1ccccc1-n1cccc1 | -8% | 6% | -0.2 | -4% | -9% | 3 | 9% | 16% | -3%
CCN(CC)c1c([N+](=O)[O-])c(=O)n(CC)c2ccccc12 | 4% | -12% | -0.1 | -19% | -8% | -3 | 2% | 11% | -5%
CC1Cn2c(nnc2-c2ccccc2O)S1 (stereo not drawn) | -4% | 1% | -2.9 | -7% | 6% | -1 | u | 8% | -3%
COCCNC(=O)C(C)N1c2cccc3cccc(c23)S1(=O)=O (stereo not drawn) | -14% | 3% | 3.7 | -4% | 3% | -9 | 8% | 12% | u

All compounds of this part, from the start:
SMILES | aSyn yeast inh | WRN helicase inh | IL-2 act | Abeta rescue | EPAC1 ag | PI5P4K alpha inh | EPAC1 antagonist | FUS yeast rescue | PLK1 PBD block
Cc1cc(NC(=O)C(C)SCC(=O)N(C)Cc2ccccc2F)no1 (stereo not drawn) | -6%[1.84 µM] | 11% | 0.8 | -6% | -10% | -2 | 18% | 15% | -2%
CCN(CC)S(=O)(=O)c1ccc(C(=O)Oc2cc(C)[nH]c(=O)c2[N+](=O)[O-])cc1 | 1% | 9% | -0.8 | 8% | -6% | 2 | 2% | -35% | 2%
CCSc1nnc(Cc2cc(=O)[nH]c(=O)[nH]2)n1-c1cccc(C)c1 | -7% | 7% | 0.6 | -12% | -3% | 1 | -6% | -8% | -3%
Cc1c(C=C2C(=O)c3ccccc3C2=O)cc(C#N)n1C | 1% | -11% | 0.5 | -10% | 8% | -4 | 10% | -23% | -2%
CCC(CC)C(=O)Nc1ccccc1-n1cccc1 | -8% | 6% | -0.2 | -4% | -9% | 3 | 9% | 16% | -3%
CCN(CC)c1c([N+](=O)[O-])c(=O)n(CC)c2ccccc12 | 4% | -12% | -0.1 | -19% | -8% | -3 | 2% | 11% | -5%
CC1Cn2c(nnc2-c2ccccc2O)S1 (stereo not drawn) | -4% | 1% | -2.9 | -7% | 6% | -1 | u | 8% | -3%
COCCNC(=O)C(C)N1c2cccc3cccc(c23)S1(=O)=O (stereo not drawn) | -14% | 3% | 3.7 | -4% | 3% | -9 | 8% | 12% | u
CCOC(=O)Cn1c(=N)n(Cc2ccccc2)c2ccccc21 | 4% | -22% | 2.7 | 13% | 5% | 2 | -20% | -11% | -9%
Cc1ccc(SCC(=O)NC(=O)NC(C)C)c(C)c1 | 11% | -10% | -2.5 | 11% | -5% | -2 | 1% | -2% | -7%
N=C1C(=O)OCC1c1ccccc1NC(=O)Nc1ccccc1 (stereo not drawn) | 0% | 0% | -2.9 | 2% | 5% | 0 | 2% | -27% | 5%
O=C(O)c1ccc2c(=O)n3c(nc2c1)/C(=C/c1ccccc1OC(F)F)CC3 | 8% | 3% | -1.2 | -7% | 5% | u | -2% | -12% | -6%
COc1ccc(OC)c(NC(=O)C2CC(=O)N(Cc3ccco3)C2)c1 (stereo not drawn) | 0% | 12% | -0.5 | 2% | -5% | -8 | 12% | -5% | -15%
CNS(=O)(=O)c1ccc(CNC[C@H]2O[C@@H](n3cnc4c(=O)[nH]c(N)nc43)[C@H](O)[C@@H]2O)cc1 | 4% | -2% | 0.1 | -8% | 5% | -2 | -18% | -8% | 3%
CCCCc1ccc(-c2nn[nH]n2)nc1 | -14% | 7% | 0.7 | -22% | -8% | -15 | -12% | 6% | -14%
CCOc1cc(/C=C2/C(=N)N3N=C(CC)SC3=NC2=O)ccc1OC(=O)c1ccco1 | -13% | u | 1.8 | 9% | u | -25 | u | 38% | u
CCOc1ccc(S(=O)(=O)NCCC(=O)NCC2COc3ccccc3O2)cc1 (stereo not drawn) | 1% | -2% | 0.1 | -9% | 4% | 2 | 2% | 10% | 2%
COc1ccccc1NC(=O)c1ccc(NC(=O)COC(=O)C2CCCO2)cc1 (stereo not drawn) | 0% | -4% | 0.4 | 4% | 14% | 4 | -3% | -28% | -2%
CCOc1ccc(NC(=O)c2c(OC)cccc2OC)cc1 | -2% | 6% | 0.7 | 10% | -9% | 5 | 8% | -8% | -3%
CSc1ccc(NC(=O)NCCCN2CCC(Cc3ccccc3)CC2)cc1 | -8% | 1% | 0.3 | -5% | -10% | -2 | 10% | 24% | -6%
Cn1cc(C(=O)NS(=O)(=O)Nc2ccc(Br)cn2)c2ccccc21 | 2% | -11% | -2.9 | 14% | 7% | 9 | 10% | -8% | -12%
CCCc1ncc(CN2CCCCC2C(=O)Nc2ccc(Oc3ccccc3)nc2)cn1 (stereo not drawn) | 4% | -18% | -2.1 | -8% | -4% | 2 | 3% | x | 4%
Cc1cc(C)nc(/N=C(\N)N2CCCCCC2)n1 | -9% | 7% | 0.3 | 0% | 7% | -4 | -6% | x | -7%
CC(C)c1ccc(OCC(=O)NNC(=O)c2cnccn2)cc1 | 15% | -3% | -3.3 | -15% | 6% | -2 | -25% | 13% | -12%
O=C(COC(=O)c1ccccc1)Nc1ccc(Cl)cn1 | -4% | 9% | -0.4 | -19% | 5% | 1 | 10% | 15% | -16%
COC(=O)c1ccc(NC(=O)CSCc2ccc(C)cc2)cc1 | 1% | -4% | -2.0 | -8% | 7% | x | -7% | 19% | -10%
CS(=O)(=O)n1nc(OC(=O)c2cc(Br)ccc2Cl)cc1N | 0% | 0% | -2.7 | 3% | 4% | -7 | -25% | -12% | 11µM*
CCOC(=O)C1=C(c2ccccc2)c2ccccc2OC1C(=O)OCC (stereo not drawn) | -20% | -6% | -0.7 | -9% | -13% | -1 | -4% | 17% | -3%
Cc1cc(Cl)ccc1OC(C)C(=O)OCC(=O)c1ccc[nH]1 (stereo not drawn) | 6% | -6% | 1.1 | 1% | -1% | -6 | u | x | 1%
Nc1c(C(=O)OCC(=O)NCc2ccccc2)[nH]c(=O)[nH]c1=O | 3% | -5% | -2.4 | 4% | -3% | 1 | 1% | 7% | 3%
CC(=O)c1c(C)[nH]c(C(=O)COC(=O)c2cc(C)oc2C)c1C | 1%[1.84 µM] | 0%[11.6 µM] | -0.4 | 2% | -3% | -15 | u | 4% | -19%
Cc1ccc(C)c(-n2c(CNC(=O)c3ccco3)nnc2SCC(=O)N2CCc3ccccc32)c1 | 8% | -17% | 0.5 | 8% | -4% | -4 | -14% | 14% | -1%
C=CCn1c(SCc2c(F)c(F)c(F)c(F)c2F)nc(O)cc1=O | -1% | -5% | -0.2 | 24% | -7% | 3 | -20% | x | -3%
C(=N\n1cnnc1)/c1ccc(N2CCOCC2)cc1 | 7% | -6% | 1.3 | -15% | 6% | x | 6% | -3% | -7%
NC(c1ccncc1)c1ccc(Cl)cc1 (stereo not drawn) | 0% | -5% | 1.5 | 2% | 9% | 1 | 2% | 3% | -1%
Cc1nc(Nc2ccc(Cl)cc2)c(C#N)c(=O)[nH]1 | 3% | 2% | -0.6 | -1% | 17% | 0 | 9% | -10% | -6%
C/C(=N\NC(=O)c1ccco1)c1ccc(NC(=O)C(F)(F)F)cc1 | -3% | 12% | -4.1 | -12% | -2% | 3 | 23% | 25% | 1%
Cc1ccc(NC(=O)COC(=O)COc2cccc3c2OC(C)(C)C3)c(C)c1 | 10% | 3% | -0.6 | 23% | -4% | -2 | 0% | -3% | -2%
CC1=C(C(=O)OC(C)C)C(c2cccs2)NC(=S)N1 (stereo not drawn) | 11% | 10% | -2.7 | 9% | 2% | -16 | -20% | 4% | -10%
COc1ccc2c(c1OC)C(=O)N(c1nc(SC)n[nH]1)C2=O | -5% | -12% | 0.5 | -6% | 10% | 7 | 0% | -2% | -1%
COc1ccc(CO[C@@H]2O[C@H](CO)[C@@H](O)[C@H](O)[C@H]2NC(C)=O)cc1OC | -1% | -6% | 1.0 | 4% | 7% | 5 | -15% | -33% | -5%
O=S(=O)(c1ccc(Oc2ccc(Cl)cc2)nc1)N1CCOCC1 | 5% | -14% | -0.3 | -2% | -2% | 0 | -11% | -4% | -8%
